# Screens from PubChem.
# Lipid storage S3 = qHTS Assay for Lipid Storage Modulators in Drosophila S3 Cells; lipid storage change, negative = inhibition, % at the top dose, mostly 46.1 µM; hits show Potency in µM; Drosophila S3 cells, BODIPY lipid droplet fluorescence, 18-24 h; cells fed with added oleic acid; actives 0.64% (n = 320,000); AID 2685; active = well fitted inhibition curve with a large enough effect in the signal ratio, with a control signal flat, not every such curve was filed as active; inconclusive = small, poorly fitted or top-dose-only effect, or effect the other way, or a change in a side signal; the % refers to the signal ratio
#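 Drosophila S3 cells got compounds at several concentrations plus oleic acid (400 uM solution). Laser-scanning cytometry with 488 nm excitation read lipid droplets at 500-530 nm and cells at 575-640 nm. Percent activity was relative to 20 uM Triacsin C.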
# Lipid storage S3 cell count max = second read-out of Lipid storage S3, no call of its own (marks repeat the call); cell number change, %; measured here: cell count max response;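 cells counted by Cell Tracker Red CMTPX staining in the red channel; peak over a dose series mostly up to 46.1 µM; percent activity relative to internal control wells on each plate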
# An asterisk follows results filed as active; i = inactive; u = inconclusive; x = not tested or not shown; [ ] = remark or other dose. % is set by controls: 0 for no effect and ±100 for the full control effect; potency is the fitted concentration of half-maximal effect. The list is partial; rates above refer to the full screens.
item	compound	Lipid storage S3	Lipid storage S3 cell count max
1	O=C(CN1CCCCCCC1)NC(=O)NC1CCCCC1	-6%	-24
2	Cc1cccc(N2CC(C(=O)O)CC2=O)c1 (stereo not given)	u	x
3	COC(=O)NC(NC(=S)Nc1ccccc1OC)C(Cl)(Cl)Cl (stereo not given)	9%	-14
4	CC(C)(C)Nc1cccccc1=O	u	x
5	CN(C)S(=O)(=O)c1cccc(-c2nnc(SCCNCCO)n2-c2ccc(F)cc2)c1	u	x
6	COc1cc(/C=N/NC(=O)c2cc(-c3cccs3)nc3ccccc23)ccc1O	13%	14
7	COc1ccc(S(=O)(=O)N2CCC(O)(c3ccc(Cl)cc3)CC2)cc1OC	7%	16
8	CCOc1ccccc1NC(=O)NCc1ccccn1	-3%	x
9	CC(=O)Nc1ccc(S(=O)(=O)NCC2CCC(C(=O)NCCC(C)C)CC2)cc1 (stereo not given)	u	x
10	CN(CC(=O)Nc1ccccc1Cl)C(=O)c1cccc(S(=O)(=O)N2CCN(c3ccc(F)cc3)CC2)c1	i	7
11	CCOC(=O)C(CC)(CCC(=O)O)c1csc(N)n1 (stereo not given)	u	x
12	CC1(c2nnc(Cc3ccccc3)o2)CC(c2ccccc2F)=NO1 (stereo not given)	u	x
13	CCOc1ccc(NS(=O)(=O)c2csc(C(N)=O)c2)cc1	u	x
14	Cc1ccc(C(=O)C2CCN(CC(=O)NC3CCCC3)CC2)cc1	u	x
15	O=C(Cc1ccccc1)NCC(=O)OCc1cccc([N+](=O)[O-])c1	0%	-10
16	Cc1nn(C(=O)c2ccco2)c(C)c1Sc1ccccc1	21%	-7

# Molecules from the list above containing four or more nitrogen atoms:
item	compound	Lipid storage S3	Lipid storage S3 cell count max
5	CN(C)S(=O)(=O)c1cccc(-c2nnc(SCCNCCO)n2-c2ccc(F)cc2)c1	u	x
10	CN(CC(=O)Nc1ccccc1Cl)C(=O)c1cccc(S(=O)(=O)N2CCN(c3ccc(F)cc3)CC2)c1	i	7

# Next part:
item	compound	Lipid storage S3	Lipid storage S3 cell count max
17	OC(COCCOc1ccc(Br)cc1)CN1CCCCC1 (stereo not given)	u	x
18	Cc1ccc2c(c1)C(O)(CC(=O)/C=C/C=C/c1ccccc1)C(=O)N2 (stereo not given)	u	x
19	O=C(CCN1CCN(c2ccccc2)CC1)Nc1ccc(Cl)cc1	u	x
20	O=C(c1cc2ccccc2oc1=O)N(Cc1cccc(Br)c1)C1CCS(=O)(=O)C1 (stereo not given)	2%	x
21	Cc1cc(N2CCOCC2)nc2ccc(NC(=O)CCC(=O)N3CCN(c4ccccc4)CC3)cc12	u	x
22	O=C(N/N=C/C(Cl)=C/c1ccc([N+](=O)[O-])cc1)C(=O)Nc1ccccc1C(=O)O	4%	21
23	Cc1nn(Cc2ccccc2Cl)c(C)c1C(=O)NCC(c1cccs1)N1CCOCC1 (stereo not given)	u	x
24	COc1ccccc1C(=O)Nc1cccc(C(=O)c2ccccc2)c1	u	x
25	CCC(=NCCc1ccccc1)C1=C(O)CCC1=O	0%	5
26	COc1ccc(N2Cc3ccccc3C2=NC(=O)c2cncc(Br)c2)cc1	u	x
27	N#Cc1ccc(C2=NC(C(F)(F)F)(C(F)(F)F)c3c(n(Cc4ccco4)c(=O)[nH]c3=O)N2)cc1	u	x
28	CC(C)NC(=O)C(=O)NCCCN1CCOCC1	-22%	5
29	CC(=O)c1ccc(S(=O)(=O)N2CCN(CC#N)CC2)cc1	-9%	-4
30	Cc1cc2cc(C)c3nnc(SCC(=O)N4CCCc5ccccc54)n3c2cc1C	i	x
31	COc1ccc(OCCNC(=O)c2ccccc2OCC(=O)N2CCCCC2)cc1	-9%	-14
32	O=C(Nc1ccccc1N1CCCCC1)c1cccc([N+](=O)[O-])c1	10%	14
33	CCOc1ccc(NC(=O)CN(C)C(=O)CCNC(=O)c2ccco2)cc1OCC	11%	0
34	O=C(NCc1cccnc1)C(=O)Nc1ccc([N+](=O)[O-])cc1	u	x
35	COc1ccc(/C=N\NC(=O)c2ccc(F)cc2)cc1COc1cc(F)ccc1[N+](=O)[O-]	-2%	24
36	c1ccc(-c2nc(NCC3CCCO3)c3ccccc3n2)nc1 (stereo not given)	-23%	6
37	CCCCCCNC(=O)N[C@H](C(=O)NCCC[C@H]1CN2C(=NC[C@H]2C)N1CCC(c1ccccc1)c1ccccc1)C(C)O (stereo not given in full)	u	x
38	COc1ccc(CNC(=O)[C@H](C)NC(=O)C2CCN(C(=O)[C@@H](N)CCSC)CC2)cc1	-2%	-9
39	C/C=C\C(=O)Nc1cccc(C2=NOC3(C2)C[C@H](C(N)=O)N(C(=O)Cc2ccc([N+](=O)[O-])cc2)C3)c1 (stereo not given in full)	6%	8
40	Cc1ccc(-c2csc3ncn(CC(=O)N4CCOCC4)c(=O)c23)cc1	-2%	10
41	Cc1nn(CCCC(=O)O)c(C)c1[N+](=O)[O-]	u	x
42	CC1(C)CC(=O)C2=C(C1)NCN(Cc1ccccc1)C2	u	x
43	Cc1ccc2nc3sc(C(=O)N4CCCc5ccccc54)c(N)c3cc2c1	i	x
44	O=C(Oc1ccccc1Cl)c1ccc(N2CCOCC2)c([N+](=O)[O-])c1	16%	-1
45	COc1cc2c3c(c1OC)C1(C=CC(=NO)C=C1)CC3N(C(C)=O)CC2 (stereo not given)	u	x
46	COc1ccc(C(=O)Nc2cc(=O)n(C)c(=O)n2C)cc1	-9%	7
47	CCn1c(COc2ccc(=O)n(-c3ccccc3)n2)nnc1SCc1ccccc1	u	x
48	Cn1c(N)c(C(=O)COC(=O)c2cc(-c3ccccc3)nc3ccccc23)c(=O)n(Cc2ccccc2)c1=O	u	x
49	O=C(Nc1ccccc1)N1CCCCC1c1cccnc1 (stereo not given)	i	-9
50	CC(C)(O)C#Cc1ccc(C(=O)N2CCCC2C(=O)O)s1 (stereo not given)	-12%	-2
51	Cc1cc(C)n2c(C)nnc2c1	-6%	14
52	O=C(CSc1ccc2c(c1)OCCO2)NCCN1C(=O)CSC1=O	-7%	-17
53	CC(/C=C/C1[C@H](C)C[C@H](O[C@@H]2O[C@H](CO)[C@@H](O)[C@H](O)[C@H]2O)CC1(C)C)O[C@H]1O[C@H](CO)[C@@H](O)[C@H](O)[C@H]1O (stereo not given in full)	0%	1
54	O=C1Cc2cc(S(=O)(=O)Nc3ccc(F)cc3Cl)ccc2N1	7%	11
55	CC(=O)c1ccc(NC(=O)Nc2cccnc2)cc1	u	x
56	CSc1ccccc1C(=O)Nc1ccc2c(c1)CCC2	-4%	0
57	CC(=O)Nc1ccc(S(=O)(=O)NC2(C(F)(F)F)NC(=O)N(CC(C)C)C2=O)cc1 (stereo not given)	1%	2
58	CC(C)(C)OC(=O)NCCCCCO	5%	-1
59	Cc1cccc(N2CCN(S(=O)(=O)c3cc(-c4cc(C)no4)ccc3C)CC2C)c1 (stereo not given)	u	x
60	COc1ccccc1NC(=S)N1CC(C)(C)C1=O	6%	15
61	COc1ccccc1C(=O)NCCC(=O)N1CCN(c2ccccc2Cl)CC1	i	x
62	Cc1cccc(NC(=O)C2CCCN(C(=O)NC3CCCCC3)C2)c1C (stereo not given)	i	11
63	COCCn1c(SCc2ccc(C(=O)OC)o2)nc2cc(Cl)ccc2c1=O	u	x
64	Cc1ccc(/C=C/S(=O)(=O)NCC(=O)O)cc1	i[9.22 µM]	x

# 3 entries already listed, ordered by their value in Lipid storage S3, high to low.
item	compound	Lipid storage S3	Lipid storage S3 cell count max
60	COc1ccccc1NC(=S)N1CC(C)(C)C1=O	6%	15
58	CC(C)(C)OC(=O)NCCCCCO	5%	-1
57	CC(=O)Nc1ccc(S(=O)(=O)NC2(C(F)(F)F)NC(=O)N(CC(C)C)C2=O)cc1 (stereo not given)	1%	2

# 4 compounds from above, ordered by molar mass, rising.
item	compound	Lipid storage S3	Lipid storage S3 cell count max
2	Cc1cccc(N2CC(C(=O)O)CC2=O)c1 (stereo not given)	u	x
56	CSc1ccccc1C(=O)Nc1ccc2c(c1)CCC2	-4%	0
29	CC(=O)c1ccc(S(=O)(=O)N2CCN(CC#N)CC2)cc1	-9%	-4
48	Cn1c(N)c(C(=O)COC(=O)c2cc(-c3ccccc3)nc3ccccc23)c(=O)n(Cc2ccccc2)c1=O	u	x

# Next compounds follow.
item	compound	Lipid storage S3	Lipid storage S3 cell count max
65	Cc1ccc(N2C(=O)C3C4C=CC(CNC(=S)Nc5ccc(Cl)cc5)(O4)C3C2=O)cc1 (stereo not given)	u	x
66	COc1cc2c(cc1OC)CN(S(=O)(=O)c1cccc(F)c1)CC2	u	x
67	COc1cccc(C2/C(=C(\O)c3ccc4c(c3)OCCO4)C(=O)C(=O)N2CC2CCCO2)c1 (stereo not given)	i	-10
68	Cc1ccc(-c2nn3c(C)nnc3c3ccccc23)cc1S(=O)(=O)N(C)CCO	u	x
69	O=C(CSc1ccc(Cl)cc1)N/N=C/c1ccc([N+](=O)[O-])o1	u	x
70	COC(=O)C1=C(NC(=O)COc2ccc3ccccc3c2)CCS1	2%	7
71	COc1ccc(S(=O)(=O)Nc2nc3ccccc3s2)cc1OC	u	x
72	COc1cc(/C=C/C(=O)O)ccc1OS(=O)(=O)c1cc(Br)ccc1C	u	x
73	CC12C(=O)N(Cc3ccccc3)C(=O)C1C1C=CC2C1 (stereo not given)	u	x
74	C=CCn1cc(C(=O)NCc2ccc(Cl)cc2)c(=O)c2cc(S(=O)(=O)N(CC)CC)ccc21	u	x
75	Cc1ccc(S(=O)(=O)N2CCC(=O)N(CCOC(=O)Nc3cc(C)cc(C)c3)CC2)cc1	u	x
76	COc1cc(NC(=O)COc2ccc3c(C)cc(=O)oc3c2C)cc(OC)c1OC	u	x
77	CS(=O)(=O)N(CC(=O)O)c1ccc(C23CC4CC(CC(C4)C2)C3)cc1	u	x
78	CCOC(=O)c1c(C)c(C(=O)NCC2CCCO2)c(C)n1C (stereo not given)	u	x
79	Nc1ccc(Oc2ccc3c(c2)C(=O)NC3=O)cc1	u	x
80	CC(C)(C)C(=O)NC(=S)Nc1ccc(S(=O)(=O)Nc2nccs2)cc1	u	x
81	COC(=O)COc1cccc(NC(=O)c2ccccc2)c1	u	x
82	COCc1nnc(NS(=O)(=O)c2ccc(Cl)cc2)s1	u	x
83	COc1ccc(OC)c(C(C)NC(=O)c2ccc(Br)cc2)c1 (stereo not given)	u	x
84	CC(c1nc2ccccc2c(=O)[nH]1)N(C)CCOc1ccc(Cl)cc1 (stereo not given)	u	x
85	O=C(CSc1cccc[n+]1[O-])NC(=O)c1ccc(OC(F)F)cc1	12%	-3
86	COC(=O)/C=C1/N/C(=N\c2nc(C)cc(C)n2)N(c2cccc(C)c2)C1=O	u	x
87	COc1ccc(N2CC(C)(C)C2=O)cc1	u	x
88	Cc1ccccc1NC(=O)C1=CC=CN2CCS(=O)(=O)N=C12	u	x
89	COc1cccc(Nc2ncccc2C(=O)Nc2ccccc2)c1	24%	-7
90	Cc1cccc(N2CCN(S(C)(=O)=O)CC2)c1C	u	x
91	Cc1cccc(OCC(=O)NCc2n[nH]c(=O)c3ccccc23)c1	i	x
92	O=C(CSc1ccc(-c2ccccc2)nn1)NC1CCCC1	-19%	25
93	CS(=O)(=O)N(CC(O)Cn1c2ccccc2c2ccccc21)c1cccc2ccccc12 (stereo not given)	u	x
94	COc1ccc(C)cc1NC(=O)CSc1nnc(-c2ccc(Br)cc2)o1	u	x
95	Cc1cccc(N(CC(O)CN2CCCC2)S(=O)(=O)c2ccccc2)c1 (stereo not given)	u	x
96	COC(=O)c1ccc(C)c(NC(=O)CN(c2cc(OC)ccc2OC)S(C)(=O)=O)c1	u	x
97	Nc1cc(C(=O)O)ccc1Nc1ccccc1	13%	10
98	Cc1ccc(C=Nc2ccccc2C#N)s1	5%	5
99	CNC(=O)NC(=O)C(OC(=O)c1cccc(S(=O)(=O)N2CCCCC2)c1)c1ccccc1 (stereo not given)	-12%	3
100	CCN(CC)c1ccc(NC(=O)c2cc3c(OC)cccc3[nH]2)cc1	i	x
101	CC(C)NC(=O)c1ccc2c(c1)N(Cc1ccccc1)C(=O)C(C)(C)O2	i	x
102	O=C(c1cccc(N2C(=O)C3C4C=CC(C4)C3C2=O)c1)N1CCCCCC1 (stereo not given)	14%	2
103	COc1ccc(C(=O)/C=C/Sc2nc3ccccc3o2)cc1	u	x
104	CN(c1ccccc1)C(c1ccc(F)cc1)c1nnnn1C1CCCC1 (stereo not given)	u	x
105	C#CC[N+](C)(C)CCN1C(=O)C2C(c3ccccc3)C=CC(c3ccccc3)C2C1=O (stereo not given)	u	x
106	CCOC(=O)c1cc2c(=O)n3ccccc3nc2n(CCOC)c1=NC(=O)C(C)(C)C	u	x
107	COc1ccc(OCCNC(=S)Nc2cccc3ccccc23)cc1	u	x
108	CN(C)S(=O)(=O)c1ccc(NC(=O)C2COc3ccccc3O2)cc1 (stereo not given)	u	x
109	NC(=S)Nc1ccc(Cl)c(Cl)c1	8%	16
110	COc1ccc(CNC(=O)OCc2nccnc2C(=O)Nc2ccc(Br)cn2)cc1	u	x
111	CCN1CCN(c2ccc(S(=O)(=O)N3CCCCC3)cc2NC(=O)/C=C/c2ccc(OC(F)F)cc2)CC1	u	x
112	O=C(NCCCc1ccccn1)C1CCC(=O)N(Cc2cccc(F)c2)C1 (stereo not given)	i	3
113	CC(=O)Nc1nc2ccc(C(=O)NCCOC(=O)C3CCCCC3)cc2s1	u	x
114	N#C/C(=C\c1ccccc1)C(=O)N1CCN(c2ccccc2F)CC1	u	x
115	c1ccc2c(COn3nnc4ccccc43)cccc2c1	u	x
116	Cc1ccc(S(=O)(=O)N2CCOCC2)cc1NC(=O)CSc1ccccn1	u	x
117	NCCS	u	x
